Bioassay records deposited in PubChem by several laboratories.
Rab7 wt GTP bind – modulators of GTP binding to dog Rab7 wildtype GTPase | GST-Rab7 beads, fluorescent GTP binding, flow cytometry; actives lie on both sides; untreated = 100%, excess cold GTP = 0% | GTP binding activity (percent of control), % at 10 µM | hit rate 0.055% among 190,000 | AID 758;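 active = fluorescent GTP binding to Rab7 beads changed by at least 20 points from the 100% baseline, either direction, mostly lower; inconclusive = compound itself probably fluorescent, or too few beads counted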;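 note: median green fluorescence of bound Bodipy-FL-GTP per Rab7 bead population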
Mcl1 Bid PPI – disrupts binding of human Mcl-1 to Bid peptide. inhibition, % at 21.7 µM. hit rate 0.97% among 220,000. Q07820. AID 1021. TR-FRET Mcl-1/Bid-Dy647 peptide binding, 1536-well;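 active = compounds that cut the binding signal by more than half at the single screening dose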;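 note: His-tagged Mcl-1 with europium anti-His antibody binding Bid BH3 peptide; 0% = Mcl-1 plus peptide wells and 100% = peptide-only wells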
Target sequence (Q07820 whole entry, looked up): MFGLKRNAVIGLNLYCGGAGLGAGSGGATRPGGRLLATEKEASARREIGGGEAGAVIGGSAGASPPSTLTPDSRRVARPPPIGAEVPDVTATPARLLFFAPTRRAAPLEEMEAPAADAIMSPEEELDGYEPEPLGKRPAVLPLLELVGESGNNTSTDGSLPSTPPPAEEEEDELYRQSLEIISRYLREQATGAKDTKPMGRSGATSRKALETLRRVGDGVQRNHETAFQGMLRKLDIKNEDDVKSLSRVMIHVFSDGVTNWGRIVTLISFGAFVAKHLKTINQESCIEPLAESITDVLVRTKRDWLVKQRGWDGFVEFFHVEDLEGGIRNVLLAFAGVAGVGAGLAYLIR
Cdc42 wt GTP – changes GTP binding to wildtype human Cdc42 | P60953 | GST-Cdc42 beads, Bodipy-GTP binding, flow cytometry; actives lie on both sides | percent activity (GTP binding), % at 10 µM | hit rate 0.2% among 190,000 | AID 761;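 active = percent activity GTP binding at least 20 points away from the 100% baseline, either down as inhibitor or up as activator; inconclusive = compound flagged as likely green fluorescent from well-wide comparison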;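 note: median bead fluorescence of bound Bodipy-FL-GTP at 100 nM; 0% = excess unlabeled GTP control and 100% = no compound control; below 100% means less GTP binding so inhibitor and above means activator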
Target sequence (P60953 whole entry, looked up): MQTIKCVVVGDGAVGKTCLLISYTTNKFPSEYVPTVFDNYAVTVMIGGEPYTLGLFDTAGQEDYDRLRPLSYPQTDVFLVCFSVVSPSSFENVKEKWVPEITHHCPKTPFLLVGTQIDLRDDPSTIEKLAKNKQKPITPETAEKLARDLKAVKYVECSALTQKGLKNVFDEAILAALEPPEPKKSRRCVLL
Rac1 wt GTP bind – human Rac1 wildtype GTP binding, inhibitors and activators. GST-Rac1 beads, fluorescent GTP binding, flow cytometry; actives lie on both sides; 0 = cold GTP competed, 100 = untreated. GTP binding activity (% of control), % at 10 µM. hit rate 0.27% among 190,000;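 active = GTP binding activity at least 20 points away from the 100% control level, either lower or higher; inconclusive = compound flagged as likely green fluorescent, judged across all proteins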
Rac1 mut GTP – alters GTP binding to activated mutant human Rac1. hit rate 0.11% among 190,000. percent activity (GTP binding), % at 10 µM. GST-Rac1 activated beads, fluorescent GTP binding, flow cytometry; actives lie on both sides; 100% means binding = to untreated wells;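 active = GTP binding at least 20 percentage points away from the 100% baseline, in either direction, so actives lie on both sides; inconclusive = Compound likely fluorescent itself, or too few beads counted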
HRas wt GTP – human HRas wildtype GTP binding, change in either direction; P01112; GST-Ras wt beads, Bodipy-FL-GTP binding, flow cytometry; actives lie on both sides; GTP binding activity, % at 10 µM; hit rate 0.14% among 190,000; AID 759;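 active = GTP binding activity at least 20% away from the 100% baseline, either lowered as inhibitor or raised as activator; inconclusive = flagged as likely green fluorescent, judged across all proteins in the well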;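 note: 0% = unlabeled GTP competition control and 100% = no-compound control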
Target sequence (P01112 whole entry, looked up): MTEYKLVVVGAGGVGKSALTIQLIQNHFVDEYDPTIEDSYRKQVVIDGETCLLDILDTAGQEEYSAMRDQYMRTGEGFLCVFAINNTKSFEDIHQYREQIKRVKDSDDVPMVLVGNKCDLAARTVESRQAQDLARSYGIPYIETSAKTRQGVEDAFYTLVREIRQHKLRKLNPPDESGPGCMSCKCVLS
Avidin bead fluor – compound fluoresces at 488/530 nm on avidin beads; compound fluorescence 488/530 nm, flow cytometry; stronger effect = higher value; fluorescence (KMESF) at 10 µM; hit rate 0.38% among 220,000; in the data active = fluorescence above about 47; note: inactives centre near 10
Mcl1-Noxa inh – Mcl-1/Noxa interaction inhibition. TR-FRET Mcl-1/Noxa peptide binding, 2 h. inhibition, % at 21.7 µM. hit rate 1.5% among 220,000;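 active = compounds that cut the protein-peptide binding signal by more than 50% relative to plate controls in a single-dose test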;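 note: His-tagged Mcl-1 with rhodamine Noxa BH3 peptide and terbium anti-His antibody; 0% = Mcl-1 plus Noxa peptide wells and 100% = peptide-only wells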
Rab2 wt GTP – changes GTP binding to wildtype dog Rab2A, up or down; P61105; GST-Rab2 wt beads, Bodipy-GTP binding, flow cytometry; GTP binding activity, % at 10 µM; hit rate 0.19% among 190,000; AID 760;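 active = GTP binding activity at least 20 points away from 100%, either lowered or raised; inconclusive = signal likely due to the compound's own green fluorescence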;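 note: 0% = beads with excess unlabeled GTP and 100% = no-compound control corrected for plate trend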
GSH fluor – GSH bead compound fluorescence profile | GSH beads flow cytometry, compound fluorescence 488/530 nm; stronger effect = higher value | hit rate 0.25% among 190,000 | AID 1776 | fluorescence (KMESF) at 10 µM; in the data active = fluorescence above about 89;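 note: glutathione beads carrying GST-tagged Bcl family fusion proteins plus one bare bead set; values are compound well signal with DMSO vehicle wells as background; inactives centre near 16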
Pf gamet viab – inhibitors of late stage P. falciparum gametocyte viability; P. falciparum stage V gametocytes, ATP luminescence, 24 h; inhibition, % at 10.9 µM; hit rate 0.065% among 150,000;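 active = inhibition above the mean plus 3 SD of compounds within the control limits, set per campaign, cut at about 38% in these data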;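 note: 0% = DMSO wells and 100% = medium only without gametocytes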
Active calls of the source: *; ? = inconclusive; . = not tested or not shown.

SMILES | Rab7 wt GTP bind | Mcl1 Bid PPI | Cdc42 wt GTP | Rac1 wt GTP bind | Rac1 mut GTP | HRas wt GTP | Avidin bead fluor | Mcl1-Noxa inh | Rab2 wt GTP | GSH fluor | Pf gamet viab
COc1ccc(CC2(CO)CCN(Cc3cc4ccccc4o3)CC2)cc1 | 93 | -23 | 97 | 95 | 93 | 95 | 1 | -11 | 96 | 16 | -16
COc1ccc(-c2cc(C3CCN(Cc4cccc(C(F)(F)F)c4)CC3)[nH]n2)cc1 | 106 | -18 | 97 | 99 | 96 | 97 | 9 | 9 | 99 | 19 | 14
Cc1cc(C)nc(N2CCCC(C(=O)NCCc3cccc(F)c3)C2)n1 (stereo not given) | 97 | -3 | 98 | 100 | 96 | 97 | 7 | -9 | 97 | 52 | .
CC(=O)c1ccc(-n2c(CCC(=O)O)ccc2-c2cccs2)cc1 | 107 | -28 | 106 | 102 | 100 | 103 | 33 | 69* | 103 | 20 | 17
CCCn1c(=N)c(C(=O)NCc2ccc3c(c2)OCO3)cc2c(=O)n3cccc(C)c3nc21 | ? | 9 | ? | ? | ? | ? | 20 | 40 | ? | 13 | .
CCOC(=O)CNC(=O)N1c2ccccc2Sc2ccccc21 | 95 | -4 | 98 | 99 | 97 | 96 | 3 | 15 | 95 | 9 | 0
CC(C)(C)NC(=O)CN(Cc1cccnc1)C(=O)c1csnn1 | 96 | -16 | 95 | 95 | 94 | 96 | 24 | 8 | 97 | 20 | 12
OC(CNc1nc2ccccc2s1)c1ccccc1 (stereo not given) | 97 | -2 | 100 | 100 | 99 | 96 | 33 | 19 | 98 | 25 | .
O=C(Nc1ccccc1C(=O)N/N=C/c1ccco1)c1ccc(F)cc1 | 102 | 1 | 95 | 103 | 98 | 104 | 4 | -2 | 99 | 20 | .
COCC(=O)/C=C1\Sc2ccccc2N1C | 102 | -55 | 98 | 96 | 92 | 100 | 17 | 11 | 96 | 44 | -25
Cn1cc(Cl)c(C(=O)Nc2cnn(Cc3ccc(F)cc3)c2)n1 | 103 | -75 | 101 | 104 | 101 | 101 | 5 | -2 | 98 | 9 | 8
O=[N+]([O-])c1cc(-c2nnc(Nc3ccc(O)cc3)c3ccccc23)ccc1N1CCOCC1 | 98 | -15 | 97 | 102 | 98 | 98 | 13 | 34 | 98 | 11 | 9
CCOC(=O)COc1ccccc1-c1ccno1 | 98 | -9 | 105 | 103 | 102 | 104 | 12 | -10 | 105 | 24 | -2
CCn1c(NCc2cc(Br)ccc2NS(=O)(=O)c2ccc(C)cc2)nc2ccccc21 | 97 | 7 | 97 | 97 | 96 | 97 | 14 | -3 | 98 | 24 | -8
COc1ccc(C(=O)NNC(=O)c2ccccc2[N+](=O)[O-])cc1 | 99 | -13 | 100 | 104 | 100 | 102 | 11 | 6 | 101 | 13 | .
c1csc(-c2nnc(N3CCOCC3)c3ccccc23)c1 | 95 | -16 | 96 | 98 | 97 | 95 | 8 | -5 | 97 | 18 | -2
COc1ccc(-c2[nH]n(-c3ccc([N+](=O)[O-])cc3)c(=O)c2C=NCc2ccc(F)cc2)cc1 | 99 | -7 | 106 | 105 | 103 | 100 | 11 | 15 | 100 | 13 | 4
Cc1cc(Nc2nc3ccccc3nc2Cl)n(-c2ccccc2)n1 | 101 | -9 | 101 | 100 | 99 | 101 | 18 | 22 | 102 | 8 | -22
CC(C)CN1CCNC(=O)C1CC(=O)NCCc1cnn(-c2ccccc2)c1 (stereo not given) | 101 | -18 | 97 | 99 | 94 | 99 | 2 | 16 | 97 | 10 | .
Cc1ccc(-n2c(C)cc(C(=O)NS(=O)(=O)c3ccc(C)cc3)c2C)cc1 | 98 | -38 | 99 | 97 | 95 | 96 | 9 | -27 | 94 | 18 | -13
CCOC(=O)c1[nH]c2ccc(C)cc2c1N=CN(CC)CC | 104 | -64 | 100 | 99 | 97 | 99 | 13 | -5 | 102 | 10 | 19
C=CCc1ccc(OCc2ccc(C(=O)OC)o2)c(OC)c1 | 102 | -5 | 98 | 101 | 98 | 99 | 8 | 1 | 99 | 43 | .
COc1ccc([N+](=O)[O-])cc1NC(=O)COC(=O)Cc1cc(OC)c(OC)c(OC)c1 | 98 | -3 | 100 | 103 | 99 | 100 | 4 | 0 | 99 | 11 | -15
CCOC(=O)/C(=N\Nc1ccccc1[N+](=O)[O-])c1csc(N)n1 | 91 | -15 | 102 | 93 | 95 | 91 | 13 | 36 | 95 | 15 | .
Cn1c(=O)c2c(nc(NCCc3ccccc3)n2Cc2ccccc2)n(C)c1=O | 97 | -29 | 98 | 97 | 98 | 97 | 21 | 14 | 96 | 13 | .
Cc1cc(NS(=O)(=O)c2ccccc2)c(C)c(Cl)c1O | 98 | -18 | 106 | 105 | 103 | 101 | 11 | 17 | 101 | 26 | -39
CC(NC(=O)Cc1cccs1)C(c1cccs1)N1CCN(c2ccccc2F)CC1 (stereo not given) | 99 | 4 | 102 | 107 | 97 | 98 | 34 | -10 | 100 | 27 | .
C=CCNC(=S)NNC(=O)c1cccn(Cc2cccc(Cl)c2)c1=O | 103 | -27 | 105 | 107 | 97 | 101 | 12 | 15 | 100 | 37 | -14
CCNC(=O)COC(=O)/C=C/c1cccs1 | 101 | -19 | 98 | 97 | 94 | 97 | 9 | 16 | 98 | 16 | -10
COc1cnc(-c2cccc(C(F)(F)F)c2)nc1OC | 99 | -17 | 101 | 100 | 98 | 101 | 9 | 6 | 101 | 13 | 10
CCCCCOC(=O)c1ccc(N2C(=O)C3C4C=CC(C4)C3C2=O)cc1 (stereo not given) | 101 | -33 | 100 | 99 | 98 | 101 | 10 | -2 | 100 | 7 | .
CCCC(=O)Nc1cc(C)c(NC(=O)c2ccccn2)cn1 | 97 | -1 | 97 | 97 | 95 | 98 | 7 | 26 | 96 | 35 | .
O=C(CSc1nnc(COc2ccccc2)n1-c1ccccc1)c1cccs1 | 96 | 8 | 98 | 105 | 100 | 99 | 13 | -3 | 100 | 30 | .
CN(C)/C=C/C(=O)c1ccc(Cl)c([N+](=O)[O-])c1 | 98 | -76 | 98 | 101 | 97 | 97 | 11 | 13 | 95 | 17 | 13
COC(=O)C1=C(C)N(CC(C)C)C(=O)C1 | 101 | -46 | 95 | 98 | 93 | 99 | 10 | 4 | 98 | 7 | .
c1ccc2c(c1)OCC(c1nnc3n1-c1ccccc1SC3)O2 (stereo not given) | 96 | -9 | 100 | 102 | 100 | 100 | 6 | 1 | 100 | 5 | .
O=C(N1CCOCC1)N1CCOCC1 | 92 | -7 | 97 | 96 | 96 | 95 | 26 | 7 | 96 | 13 | -30
CC(C)CSc1nnc2[nH]c(=O)cc(N)n12 | 95 | -12 | 101 | 103 | 100 | 100 | 7 | 2 | 99 | 15 | .
O=C(O)/C=C/c1cn(Cc2ccccc2)nc1-c1ccccc1 | ? | -16 | ? | ? | ? | ? | 11 | 25 | ? | 24 | 17
Cc1cc(C(=O)COc2ccccc2[N+](=O)[O-])c(C)n1C1CC1 | 98 | -10 | 95 | 98 | 99 | 96 | 5 | 21 | 95 | 20 | -17
CCOC(=O)c1c(C)n(CC(O)CN(C)C)c2cc(Br)c(OC)cc12 (stereo not given) | 106 | -17 | 95 | 95 | 96 | 96 | 7 | -7 | 98 | 13 | .
CC(C)(C)c1nnc(NC(=O)NS(=O)(=O)c2ccccc2)s1 | 95 | -3 | 98 | 96 | 96 | 99 | 35 | 8 | 96 | 13 | -3
Nc1c(C(=O)c2ccccc2)sc(Nc2ccccc2)c1S(=O)(=O)c1ccccc1 | 97 | -12 | 100 | 105 | 100 | 101 | 6 | 0 | 98 | 19 | 11
CCOc1ccc2nc(-c3ccc(OC)c(OC)c3)cc(C(=O)O)c2c1 | 100 | -15 | 101 | 101 | 97 | 100 | 4 | 8 | 99 | 16 | .
CCc1[nH]nc(C(=O)N2CCCC(CNS(=O)(=O)c3cccs3)C2)c1C (stereo not given) | 106 | -5 | 99 | 102 | 99 | 103 | 11 | 1 | 100 | 17 | .
O=C(/C(=N\Nc1ccc([N+](=O)[O-])cc1)Sc1nnnn1-c1ccccc1)c1ccccc1 | 95 | -14 | 86 | 87 | 90 | 88 | 12 | 35 | 86 | 9 | -65
CCN(CC)C(=O)CSc1nnc(-c2ccco2)n1N | 97 | -14 | 98 | 94 | 94 | 96 | 33 | 9 | 94 | 13 | 2
Cc1cc(C(N)=O)c2ccccc2n1 | 99 | -24 | 105 | 103 | 98 | 103 | 13 | 14 | 101 | 19 | .
COc1cc2c3nnc(-c4ccc(F)cc4)c-3cn(Cc3ccccc3)c2cc1OC | 104 | -25 | 102 | 113 | 102 | 102 | 7 | -12 | 105 | 23 | .
O=C(C1=C[C@H](c2ccc(C(F)(F)F)cc2)C[C@H](OCCCCO)O1)N1CCOCC1 | 95 | -3 | 97 | 100 | 97 | 96 | 6 | -10 | 96 | 18 | -34
COc1ccc(CNC(=O)COC(=O)c2n[nH]c3ccccc23)cc1 | 102 | 0 | 106 | 105 | 98 | 103 | 34 | -9 | 101 | 20 | -7
